V-ATPase pH – yeast V-ATPase proton transport regulation by pHLuorin; S. cerevisiae, pHLuorin cytosolic pH fluorescence; response, % at 10 µM; 350,000 tested, 0.37% active; in the data active = response mostly above about 7.3%, no sharp cut-off; inactive = mostly below about 5.4%; note: actives read high; inactives centre near 0; some compounds called inactive have numbers as strong as hits; reference of the scale not given here
Wnt bcat act – Wnt/beta-catenin pathway activation. Wnt/beta-catenin reporter cell assay, activator, plate reader. activation, % at 9.35 µM. 300,000 tested, 1.2% active. AID 743398; in the data active = activation above about 30%, passing the limit was not always enough;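 note: 0% = neutral control wells and 100% = positive control wells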
CAL PDZ FP-1 – blocks peptide binding to the human CAL PDZ domain. Q9HD26. AID 602252. inhibition, % at 24.9 µM. purified CAL PDZ, TMR-peptide fluorescence polarization, 1 h. 300,000 tested, 0.92% active;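 active = mean inhibition of at least 30% with at least half of replicates also reaching 30%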;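 note: 0% = DMSO neutral control and 100% = excess unlabeled competitor peptide PRC23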
CDK5 inh – blocks human CDK5/p35 kinase activity | Recombinant CDK5/p35, ADP-Glo luminescence, 60 min | inhibition, % at 10 µM | 330,000 tested, 0.01% active;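 active = highest replicate inhibition of at least 50% and at least 75% of replicates reaching 50%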;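 note: plate controls were DMSO neutral control for no effect and GW8510 at 10 µM for full effect; many of its hits are not listed in these tables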
Target sequence (Q00535 whole entry, looked up): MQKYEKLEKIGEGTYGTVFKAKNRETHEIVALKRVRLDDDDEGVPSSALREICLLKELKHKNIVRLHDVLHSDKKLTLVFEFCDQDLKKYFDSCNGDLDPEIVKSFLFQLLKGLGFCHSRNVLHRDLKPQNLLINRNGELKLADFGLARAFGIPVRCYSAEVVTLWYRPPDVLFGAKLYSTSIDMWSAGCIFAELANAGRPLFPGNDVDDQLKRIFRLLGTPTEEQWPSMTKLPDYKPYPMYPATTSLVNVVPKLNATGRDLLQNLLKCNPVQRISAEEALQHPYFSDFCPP
Target sequence (Q15078 whole entry, looked up): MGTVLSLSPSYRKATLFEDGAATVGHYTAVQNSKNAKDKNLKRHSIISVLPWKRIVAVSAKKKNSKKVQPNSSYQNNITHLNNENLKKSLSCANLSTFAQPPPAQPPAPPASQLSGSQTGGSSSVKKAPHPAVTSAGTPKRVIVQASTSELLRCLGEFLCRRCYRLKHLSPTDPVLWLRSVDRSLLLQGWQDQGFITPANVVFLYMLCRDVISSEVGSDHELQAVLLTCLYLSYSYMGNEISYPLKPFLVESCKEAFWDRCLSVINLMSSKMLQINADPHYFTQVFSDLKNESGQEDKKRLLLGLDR
dFosB act – mouse delta FosB homodimer activation; purified delta FosB, TAMRA-CDK5 oligo fluorescence polarization; percent of positive-control signal above neutral wells; 340,000 tested, 0.99% active; P13346; activation, % at 25 µM; AID 493131;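 active = mean activation above about 17%, with every replicate also reaching it, limit read from the data, passing the limit was not always enough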;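 note: fluorescence polarization rise as delta FosB binds a TAMRA Cdk5 AP-1 oligo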
Target sequence (P13346 whole entry, looked up): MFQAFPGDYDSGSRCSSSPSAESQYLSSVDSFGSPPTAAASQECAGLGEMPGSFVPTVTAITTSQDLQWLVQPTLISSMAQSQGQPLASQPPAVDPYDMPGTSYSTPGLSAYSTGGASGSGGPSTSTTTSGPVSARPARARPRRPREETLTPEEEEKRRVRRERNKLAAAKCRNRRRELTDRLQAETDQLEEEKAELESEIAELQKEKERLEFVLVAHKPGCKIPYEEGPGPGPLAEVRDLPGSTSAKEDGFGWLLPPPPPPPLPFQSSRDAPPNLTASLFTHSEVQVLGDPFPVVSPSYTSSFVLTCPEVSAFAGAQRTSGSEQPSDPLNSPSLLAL
Rtt109 Vps75 – C. albicans Rtt109 histone acetyltransferase inhibition. Q5AAJ8. purified Rtt109/Vps75, ThioGlo CoA-SH fluorescence, 4 h. inhibition, % at 34.9 µM. 330,000 tested, 0.16% active. AID 540336;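 active = inhibition of at least 50% in every replicate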
Tat transport – blocks Tat-dependent protein export in E. coli. E. coli MC4100 TorA-mCherry Tat export, fluorescence. inhibition, % at 10 µM. 340,000 tested, 0.036% active. AID 488895;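 active = mean replicate inhibition at least 50% and at least half of replicates individually reaching 50%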;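 note: exported cargo escapes ClpAP degradation while cytoplasmic cargo is degraded and loses fluorescence; 0% = median of neutral control wells and 100% = median of NaSCN control wells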
CAL PDZ FP-2 – inhibitors of human CAL PDZ peptide binding; purified CAL PDZ, TMR-peptide fluorescence polarization, 1 h; inhibition, % at 20 µM; 330,000 tested, 0.02% active; Q9HD26; AID 504414;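 active = highest replicate inhibition of at least 40%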;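 note: plate controls were DMSO neutral control wells for no effect and unlabeled competitor peptide control wells for full effect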
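material = purified tagged CAL PDZ domain construct (CerCALP) | compound dosing = 20 µM, one dose | times = 1 h at RT | measured by = fluorescence polarization from S- and P-plane intensities, G-factor corrected | read-out = inhibition from polarization loss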
MITF act – activators of MITF-driven TRPM1 promoter activity in SK-MEL-5 cells | SK-MEL-5 TRPM1-promoter luciferase, 24 h; % of positive control, neutral wells = 0 | activation, % at 12.5 µM | 300,000 tested, 0.75% active | AID 588334;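 active = mean activation of at least 80% with every replicate also reaching 80%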;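 note: 0% = neutral control wells and 100% = parthenolide positive control wells; values of inactives mirror those of a sister screen read the other way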
cardiac RTF act – cardiac RTF calcium sensitization | IANBD-labeled TnC RTF fluorescence at EC20 calcium; 0% EC20 calcium, 100% full calcium | activation, % at 7.2 µM | 340,000 tested, 0.24% active;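 active = activation above the mean over all tested compounds plus 3 SD, cut at about 30% in these data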;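 note: rise in fluorescence read as greater calcium sensitivity of cardiac thin filaments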
Numbers without * were called inactive; . = not tested or not shown. Compounds as they come. Share with any hit: about 4.1%.

Below each compound – V-ATPase pH, Wnt bcat act, CAL PDZ FP-1, CDK5 inh, dFosB act, Rtt109 Vps75, Tat transport, CAL PDZ FP-2, MITF act, cardiac RTF act
CC(=O)Nc1ccc(NC(=O)C(C)OC(=O)CSc2ccc(Br)cc2C)cc1 (stereo unspecified)
→ 1, -1, 0, 0.0, -3, -2, -6, -2.9, 1, 0
C(=C\c1ccccn1)/c1cccnc1
→ 0, 5, -4, 0.1, -1, 9, -3, 4.8, 32, -11
COc1ccccc1NC(=O)COC(=O)C1=NN(c2ccccc2)C(=O)CC1
→ -2, 1, ., -3.0, 2, 11, -5, -0.4, -6, -5
C=CCNc1nc(N)c(C(=O)c2ccc3c(c2)OCO3)s1
→ 0, ., -4, 15, 1, 5, -4, -0.3, 46, -1
O=c1[nH]c2ccccc2n2c(-c3ccccc3)nnc12
→ -3, -1, -2, 4.3, 2, 127*, 3, -1.0, ., -7
COc1ccc(NC(=O)CN(C)C(=O)c2cn(-c3ccccc3)nc2-c2cccs2)cc1
→ -4, -1, -2, 0.4, -7, 26, 13, -2.6, 4, -4
Cc1ccc(CN(CC(=O)N/N=C/c2ccccc2[N+](=O)[O-])S(=O)(=O)c2ccc(C)cc2)cc1
→ -2, ., -3, 0.5, -11, -1, -5, -0.7, -15, -3
COc1cc(/C=C/c2nc3ccccc3s2)cc(OC)c1O
→ 4, 10, 2, 0.0, -3, -7, 13, 0.2, 39, 9
COc1ccccc1C(=O)C1CCCN(Cc2cn[nH]c2C2CCCCC2)C1 (stereo unspecified)
→ 4, 1, 0, 0.6, 1, ., -2, -2.4, 1, 3
Cc1ccc(NC(=O)COS(=O)c2ccc(C)cc2)cc1 (stereo unspecified)
→ 1, ., 0, 0.6, 5, -2, -24, -0.9, 6, -5
CCc1n[nH]c2c1/C(=N\O)CC(c1ccccc1)C2 (stereo unspecified)
→ 0, ., -2, 3.6, -6, -4, 1, -1.4, 12, 0
O=C(Nc1cccc([N+](=O)[O-])c1)Nc1cccc([N+](=O)[O-])c1
→ -1, 3, 2, -0.4, -4, 1, 13, -1.1, 11, 0
COc1ccc(OC)c(CNCc2ccc3c(c2)OCO3)c1
→ 0, 3, ., 1.1, -1, 2, 2, -1.3, -3, 2
Cc1c(C=NNC(=O)c2ccc(Br)cc2)c2ccccn2c1C(=O)c1ccncc1
→ -3, -6, -7, 0.4, 0, 10, -13, 0.6, 0, -4
COc1ccc(-n2c(SCC(=O)O)nnc2-c2ccc(NC(=O)c3ccccc3)cc2)cc1
→ -3, -1, -5, -1.0, -2, 0, -1, -3.9, 17, -1
Cc1cccc(C)c1OCC(O)CNC(C)C (stereo unspecified)
→ 5, ., -1, -3.2, 1, -25, -4, -0.2, -5, 5
CCSc1nnc(-c2ccccc2N=Cc2c(C)[nH]n(-c3ccccc3)c2=O)c(=O)[nH]1
→ -2, 4, -5, 1.8, -7, -6, -3, -0.4, 9, 10
O=C(N[C@H]1C/C=C\C(c2ccc(F)cc2)N(Cc2ccccc2)C(=O)C1)OCC1c2ccccc2-c2ccccc21 (stereo partly specified)
→ 1, -2, -2, -0.1, 1, -17, 5, 0.0, -3, -2
O=C(N1CCC(n2nc(-c3ccccc3)oc2=O)CC1)C1(c2ccccc2)CC1
→ -1, ., 4, 1.3, -6, 17, 11, -0.5, 6, -2
COc1ccc(C(=O)NCCS(=O)(=O)NCc2ccc3c(c2)OCO3)cc1
→ 0, -1, -4, 0.1, -2, 4, -2, -2.8, -1, 1
O=C(NCCCN1CCOCC1)c1ccc2c(=O)n(-c3ccc(F)c(Cl)c3)c(=S)[nH]c2c1
→ 3, -3, 1, 2.1, 2, -4, -3, -2.9, -3, -1
CCN(c1ccc(NC(=O)CSc2nnc3nc(C)cc(C)n23)cc1)C(C)C
→ -1, ., -2, 0.6, -3, 11, -1, -0.2, 0, -5
Cc1ccc(/C=C/S(=O)(=O)NCC(=O)OCC(=O)N2CC(=O)Nc3ccccc32)cc1
→ 2, 0, -5, -0.2, -7, 7, -5, 0.1, -10, 3
CCOc1ccc(-c2n[nH]c(=S)n2Cc2ccccc2)cc1
→ -2, -1, -6, 0.1, -3, 3, 3, -0.3, ., -6
O=C(c1ccc([N+](=O)[O-])cc1)N1CCN(C(=O)c2ccco2)CC1
→ 0, -3, 1, -0.3, 1, -10, -3, -0.4, -7, -4
Cc1c(Cl)cnc(NC(=O)COC(=O)CCc2nc3ccccc3s2)c1Cl
→ -2, -1, -1, -3.6, -3, -6, 3, -1.4, 3, 3
Cc1nnc(SCC(=O)NC2CCCCC2)[nH]c1=O
→ -1, -1, ., 0.7, -3, -5, 3, 0.3, 1, 1
COc1cc(/C=N/NC(=O)c2cccnc2)cc(Br)c1O
→ 0, 2, -2, 0.5, 0, 13, -5, -1.4, ., 9
O=C(c1cccc(S(=O)(=O)N2CCc3ccccc32)c1)N1CCN(CCO)CC1
→ 7, 0, ., -0.4, -16, 0, 7, -2.3, 2, -11
CCOC(=O)c1sc2nc(C)nc(N3CCCCC3C)c2c1C (stereo unspecified)
→ 0, -4, 5, -0.6, -16, -1, 2, -0.6, 7, .
Cc1cc(/C=N/NC(=O)c2ccccc2F)c(C)n1-c1ccccc1
→ -1, 52*, 1, 0.6, -22, 0, 1, -0.4, 97*, -2
CCOc1ccc(-c2nnc3sc(COc4ccc(C)cc4)nn23)cc1
→ -1, 3, -1, 0.2, -5, -1, 12, -1.7, -8, -5
CCOc1cc(C(F)(F)F)cnc1/C(N)=N/O
→ -1, 4, -3, -1.2, -2, 0, 6, -1.0, 6, 4
CC(=O)N1N=C(c2ccccc2)CC1c1ccccc1[N+](=O)[O-] (stereo unspecified)
→ 1, -1, -3, 0.7, -5, 0, -5, -0.9, 10, -1
N#Cc1ccc(-c2ccc(OCC(=O)Nc3cccnc3)cc2)cc1
→ 0, 1, -5, -0.7, -18, -5, -2, -2.1, 13, 2
O=C(Nc1cccc(Br)c1)c1ccc(CSc2ccccc2)cc1
→ 1, -2, -2, -0.3, -6, 40, -2, -2.3, 63, 3
Cc1ccccc1-n1c(=O)c2ccccc2n2c(=O)[nH]nc12
→ 0, -4, 2, -1.0, 2, 3, -8, -2.2, 5, 3
COc1cccc(NC(=O)CN(C)C(=O)c2ccc(NC(=O)CC3SC(N4CCCCC4)=NC3=O)cc2)c1 (stereo unspecified)
→ -1, -1, -4, 1.2, 3, -1, 4, -2.2, 7, -5
O=C(CNC(=O)c1ccc(F)cc1)N/N=C/c1cc(Br)ccc1OC(=O)/C=C/c1ccco1
→ 0, 17, -6, 0.8, 14, 0, -8, -3.4, -30, 3
O=C(OCc1ccc(O)cc1)c1c(-c2ccsc2)oc2ccc(N3CCOCC3)cc12
→ 7, -4, -2, 0.4, -14, -21, -6, -0.4, 17, 12
O=C(NCC(c1cccs1)N1CCOCC1)c1ccccc1NS(=O)(=O)c1cccc([N+](=O)[O-])c1 (stereo unspecified)
→ 3, 0, -3, 0.5, -4, -19, 0, -2.4, 17, -4
COC(=O)c1ccccc1Oc1cc(C(F)(F)F)nc(-c2ccccn2)n1
→ 0, -2, ., 11, -1, 7, -3, -0.4, ., -2
O=C(OCC(=O)N(CCc1ccccc1)Cc1ccccc1)c1ccccc1NCCO
→ 1, 2, 0, -2.1, -13, -2, 7, -1.2, -4, -2
COc1ccc(C2CC(c3ccccc3)=NN2c2ccc(S(N)(=O)=O)cc2)cc1 (stereo unspecified)
→ 9, -1, -2, -1.5, -17, -10, 4, -2.0, 13, 5
COc1ccc(S(=O)(=O)N(C)C[C@H]2Oc3c(NC(=O)c4ccncc4)cccc3C(=O)N([C@H](C)CO)C[C@@H]2C)cc1
→ 5, 0, 2, 1.5, -4, -1, 3, -0.7, 3, 9

Pulled one by one from the list above (2):
Below each compound – V-ATPase pH, Wnt bcat act, CAL PDZ FP-1, CDK5 inh, dFosB act, Rtt109 Vps75, Tat transport, CAL PDZ FP-2, MITF act, cardiac RTF act
O=C(N1CCC(n2nc(-c3ccccc3)oc2=O)CC1)C1(c2ccccc2)CC1
→ -1, ., 4, 1.3, -6, 17, 11, -0.5, 6, -2
COc1ccc(NC(=O)CN(C)C(=O)c2cn(-c3ccccc3)nc2-c2cccs2)cc1
→ -4, -1, -2, 0.4, -7, 26, 13, -2.6, 4, -4

Later entries
mol	V-ATPase pH	Wnt bcat act	CAL PDZ FP-1	CDK5 inh	dFosB act	Rtt109 Vps75	Tat transport	CAL PDZ FP-2	MITF act	cardiac RTF act
CCCn1c(NC(=O)c2ccc(F)cc2)nc2ccccc21	1	2	0	0.4	0	0	-2	-1.5	7	-1
CN(CCNC(=O)c1cc2c(-c3ccccc3F)nn(C)c2s1)C1CCCCC1	1	3	-6	0.5	-29	2	3	-10	15	1
Cc1ccc(-n2c(N)c(C(=O)N3CCOCC3)sc2=S)c(C)c1	-1	.	-1	2.6	-5	10	-7	-0.4	-6	-7
Cc1ccccc1NC(=O)COC(=O)Cc1ccsc1	-3	-4	-3	-0.1	-5	-12	0	0.2	-3	3
CCOC(=O)c1cnc(SCC(=O)Nc2ccc(NC(C)=O)c(OC)c2)nc1N	-4	.	-4	-0.6	-1	.	0	-2.3	.	1
CCN(CC)C(=O)Cn1cc(C(=O)C(=O)NCCc2ccc(S(N)(=O)=O)cc2)c2ccccc21	-4	-4	1	0.5	-11	-3	2	-1.0	17	1
Cc1cc(NC(=O)C(C)SCC(=O)N(C)CC(=O)Nc2ccc(Br)cc2C)no1 (stereo unspecified)	3	1	-1	-1.3	-8	-4	0	-1.3	2	-5
CCOC(=O)N/N=C/c1ccc(OC)c(O)c1	-1	4	0	0.7	4	4	12	-2.0	23	6
CCCCCCCN1CCN=C1Nc1ccccc1	2	1	-2	0.2	-4	7	3	-0.7	7	0
COc1ccc(C(=O)Nc2ccc(S(=O)(=O)N3CCc4ccccc43)cc2)cc1	4	-2	-3	-0.5	13	26	4	-1.9	4	-5
Cn1c(N)c(C(=O)COC(=O)c2ncc(Cl)c(Cl)c2Cl)c(=O)n(C)c1=O	-1	18	55*	0.6	1	-1	-1	-0.9	-5	-3

Entries above that have a CF3 group:
mol	V-ATPase pH	Wnt bcat act	CAL PDZ FP-1	CDK5 inh	dFosB act	Rtt109 Vps75	Tat transport	CAL PDZ FP-2	MITF act	cardiac RTF act
CCOc1cc(C(F)(F)F)cnc1/C(N)=N/O	-1	4	-3	-1.2	-2	0	6	-1.0	6	4
COC(=O)c1ccccc1Oc1cc(C(F)(F)F)nc(-c2ccccn2)n1	0	-2	.	11	-1	7	-3	-0.4	.	-2

Compound activity from PubChem BioAssay.
